# TrxR1 substrate = rat thioredoxin reductase 1 substrate activity; 390,000 compounds, 0.01% hits; Potency, µM (highest dose often 114 µM), inactives show at the top dose activity change, negative = substrate turnover; purified TrxR1 substrate turnover, NADPH consumption readout; O89049; AID 588456; further: potency means the concentration at half of the fitted maximal effect; on the % scale 0 is the no-effect control and ±100 the full control effect; nearly all actives have a fitted effect of over 50% in size
#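 Rat TrxR1, dispensed at 90 nM, was prereduced with 400 uM NADPH (final) for 5 min at ~22 deg C, then incubated with compound 15 min before 400 uM selenite. A first-read NADPH fluorescence drop versus no-compound background flagged substrates.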
# TRHR ag = activates the human TRH receptor | 360,000 compounds, 0.18% hits | TRHR cells, calcium flux fluo-8, FDSS agonist mode | activation, % at 2 µM | AID 493084; in the data active means activation above about 30%; further: 0% is about no effect
# Target sequence (P34981 whole entry, looked up): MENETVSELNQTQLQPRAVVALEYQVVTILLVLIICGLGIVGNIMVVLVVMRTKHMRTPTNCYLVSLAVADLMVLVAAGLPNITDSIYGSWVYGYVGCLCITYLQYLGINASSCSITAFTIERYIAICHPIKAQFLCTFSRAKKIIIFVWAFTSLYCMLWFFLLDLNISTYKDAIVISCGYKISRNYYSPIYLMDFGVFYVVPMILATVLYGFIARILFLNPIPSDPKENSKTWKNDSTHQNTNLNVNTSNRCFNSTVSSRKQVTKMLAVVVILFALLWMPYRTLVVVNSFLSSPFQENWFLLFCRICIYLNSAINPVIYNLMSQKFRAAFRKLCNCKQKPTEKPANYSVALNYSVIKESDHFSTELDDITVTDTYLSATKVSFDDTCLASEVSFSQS
#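 Read-out: compound-evoked intracellular calcium rise in TRHR cells, fluo-8 dye, kinetic FDSS fluorescence at 1 s/cycle following a 10-cycle baseline. Cells cultured overnight before dye loading (30 min–1.5 h, RT).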
# D2 antag = antagonists of human D2 dopamine receptor. P14416. HEK293 TREx D2 cells, calcium flux, dopamine EC80. inhibition, % at 10 µM. 340,000 compounds, 2% hits; in the data active means inhibition above about 30%; further: 0% is about no effect
# Target sequence (P14416 whole entry, looked up): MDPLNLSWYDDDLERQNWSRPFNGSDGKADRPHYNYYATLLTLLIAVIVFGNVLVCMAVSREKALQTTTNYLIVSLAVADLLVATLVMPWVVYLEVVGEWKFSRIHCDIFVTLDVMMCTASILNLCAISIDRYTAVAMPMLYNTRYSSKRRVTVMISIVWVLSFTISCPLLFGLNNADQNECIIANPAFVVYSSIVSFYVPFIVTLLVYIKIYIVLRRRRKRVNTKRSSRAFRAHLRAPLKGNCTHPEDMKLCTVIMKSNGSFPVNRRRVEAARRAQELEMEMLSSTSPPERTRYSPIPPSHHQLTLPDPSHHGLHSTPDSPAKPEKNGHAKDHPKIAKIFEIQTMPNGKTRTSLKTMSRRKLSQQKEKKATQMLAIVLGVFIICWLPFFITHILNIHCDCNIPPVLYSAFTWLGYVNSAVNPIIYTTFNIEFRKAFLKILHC
#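 In this primary screen, negative modulation is detected by tracking calcium flux after an EC80 dopamine challenge in inducible HEK293 T-REx D2 cells preexposed to test compound for 180 s.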
# IDH1 R132H inh = human IDH1 R132H inhibition; O75874; IDH1-R132H enzyme, NADPH consumption, diaphorase/resazurin fluorescence; Potency, µM (top dose mostly 76.6 µM), for inactives: top-dose activity change, negative = inhibition, hits mostly inhibitors; 390,000 compounds, 0.093% hits; AID 602179; further: potency means the concentration at half of the fitted maximal effect; on the % scale 0 is the no-effect control and ±100 the full control effect; nearly all actives have a fitted effect of over 65% in size
#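 IDH1-R132H (0.5 ug/mL) preincubated 30 min with compound, then NADPH (0.016 mM) and alpha-KG (2 mM) added; 80 min at RT, pH 7.5. Remaining NADPH coupled via diaphorase/resazurin to fluorescence (540/590 nm); concentration-response curves normalized to no-enzyme control.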
# USP1-UAF1 inh = blocks the human USP1/UAF1 deubiquitinase complex | O94782 | 390,000 compounds, 0.23% hits | AID 743255 | Potency, µM (doses to about 57.1 µM), for the others: at the highest dose activity change, negative = inhibition, hits mostly inhibitors | recombinant USP1/UAF1, Ub-Rhodamine cleavage fluorescence; further: potency means the concentration at half of the fitted maximal effect; on the % scale 0 is the no-effect control and ±100 the full control effect; nearly all actives have a fitted effect of over 60% in size; inactives centre near -12
#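 USP1/UAF1 complex at 1 nM was preincubated with compound for 15 min at room temperature, then Ub-Rho substrate (150nM final) was added. Fluorescence (480/540 nm) was read kinetically, 6 reads every 60 seconds.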
# TrxR1 inh = inhibitors of rat thioredoxin reductase 1 | Potency, µM (doses to about 114 µM), without a hit: top-dose activity change, negative = inhibition, actives largely listed as inhibitors | 390,000 compounds, 1% hits | AID 588453 | O89049 | recombinant rTrxR1, NADPH fluorescence consumption, selenite substrate; further: potency means the concentration at half of the fitted maximal effect; on the % scale 0 is the no-effect control and ±100 the full control effect; nearly all actives have a fitted effect of over 65% in size
#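 Rat TrxR1 (90 nM in the dispensed reagent) was pre-reduced with 400 uM NADPH for 5 min at room temperature, then incubated with compound for 15 min. After 400 uM selenite was added, NADPH fluorescence (Ex 340/Em 450 nm) was followed for 8 min.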
# TRHR PAM = allosteric enhancers of human TRH receptor; P34981; TRHR cells, fluo-8 calcium fluorescence, EC20 TRH enhancement; enhancement, % at 2 µM; 360,000 compounds, 0.66% hits; AID 493056; in the data active means enhancement above about 30%; further: 0% is about no effect
#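 TRHR-expressing cells loaded with fluo-8 calcium dye were read kinetically (ex 480/em 530) during compound addition, then stimulated with an EC20 of TRH (10 nM final). Enhancement of the Gq-mediated intracellular calcium response was scored.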
# PI4K2A block = blocks human PI4K2A kinase activity; AID 1346378; Q9BTU6; purified PI4K2A, ADP-Glo luminescence, 1 h; hits give low values; activity change, negative = inhibition, % at 76.9 µM; 420,000 compounds, 0.13% hits; in the data active means activity change below about -50%; inconclusive means mostly about -30% to -49%;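 further: -100% = wells without enzyme as full effect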
#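 Compounds are screened against recombinant PI4K2A using PI as substrate and ATP, the latter dispensed at 300 microM. Reactions run one hour at ambient temperature before ADP-Glo detection; full inhibition defined by wells lacking enzyme.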
# D2 agonist = activates the human D2 dopamine receptor. HEK293 T-REx D2 cells, calcium flux agonist mode. activation, % at 2 µM. 340,000 compounds, 0.53% hits. AID 485358;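 active means activation over 3 SD above normal in the single-dose calcium agonist read, cut at about 30% in these data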; further: 0% is about no effect
#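 Calcium-flux readout, 1 cycle/sec over 180 s following compound pin transfer, in inducible HEK293 Trex D2 cells (force-coupled); dopamine controls included. Positive calcium responses during this window marked compounds as potential agonists.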
# * hit, by the source's call; ? = inconclusive; nt = no result given; [ ] = dose if it differs, or a comment. Unless noted, the call rests on the fitted dose curve; in most records, active means well fitted inhibition curve with a large enough effect; inconclusive means small, poorly fitted or top-dose-only effect; inactive means no such curve, though single readings can be large or run the other way.
# Start of the data: the first 2 entries, to show the layout:
SMILES,TrxR1 substrate,TRHR ag,D2 antag,IDH1 R132H inh,USP1-UAF1 inh,TrxR1 inh,TRHR PAM,PI4K2A block,D2 agonist
CCOC(=O)c1c(CN2CCC(C)CC2)n(C)c2cc(Br)c(OC)cc12,5%,0.0,-20,27%,-26%,20%,-4,4,-0.4
COC(=O)C(NC(=O)c1ccc(F)cc1)(Nc1ncc(S(=O)(=O)c2ccc([N+](=O)[O-])cc2)s1)C(F)(F)F (configuration not stated),-1%[57.1 µM],-0.8,-9,-4%,-12%,-7%[57.1 µM],-8,-2,0.4

# This part in full (from the top)
SMILES,TrxR1 substrate,TRHR ag,D2 antag,IDH1 R132H inh,USP1-UAF1 inh,TrxR1 inh,TRHR PAM,PI4K2A block,D2 agonist
CCOC(=O)c1c(CN2CCC(C)CC2)n(C)c2cc(Br)c(OC)cc12,5%,0.0,-20,27%,-26%,20%,-4,4,-0.4
COC(=O)C(NC(=O)c1ccc(F)cc1)(Nc1ncc(S(=O)(=O)c2ccc([N+](=O)[O-])cc2)s1)C(F)(F)F (configuration not stated),-1%[57.1 µM],-0.8,-9,-4%,-12%,-7%[57.1 µM],-8,-2,0.4
Cc1ccc(S(=O)(=O)N2CC(O)CC2C(=O)Nc2ccc3c(c2)CCC3)cc1 (configuration not stated),0%,-0.3,12,3%,-13%,-21%,7,7,-0.5
Cc1nc2nc(-c3ccccc3)nn2c(C)c1C,3%,nt,nt,-4%,-16%,21%,nt,1,nt
Cc1ccc(CN2CCSc3ccc(C(=O)NCc4ccco4)cc32)cc1,48%[activator],-0.7,23,-10%,-5%,44%[activator],-7,2,-1.0
CC(C)CN1C(=O)c2ccc(C(=O)NCc3ccc4c(c3)OCO4)cc2C1=O,-5%[57.1 µM],0.0,9,2%,-5%,13%[57.1 µM],-1,12,0.0
CSCCC(NC(=O)c1cccc(C)c1)C(=O)NCc1cccs1 (configuration not stated),2%,nt,nt,-2%,-11%,16%,nt,-5,nt
COc1c2c(cc3oc(C)cc(=O)c13)OC(C(C)(C)OC1OC(CO)C(O)C(O)C1O)C2 (configuration not stated),34%[activator][57.1 µM],0.4,-16,-9%,20%,7%[57.1 µM],-2,1,0.0
Cc1ccc(/C=C/C(=O)OCC(=O)NC(=O)NCc2ccccc2)cc1,-3%,-0.1,-20,-1%,-27%,11%,6,-4,0.1
CCC(C)Sc1nc2c(cnn2-c2ccc(C)cc2)c(=O)[nH]1 (configuration not stated),3%,0.8,11,6%,-18%,19%,-4,3,1.2
c1ccc(N=P(c2nc3ccccc3o2)(N2CCOCC2)N2CCOCC2)cc1,7%,0.4,-2,-2%,-1%,1%,12,-2,2.1
COc1ccccc1C(O)P(=O)(OC(C)C)c1ccc(N(C)C)cc1 (configuration not stated),5%,-0.8,31*,10%,-5%,21%,2,-3,0.5
Cc1ccc(CNC(=O)C2CCCN(C(=O)N(C)C)C2)cc1 (configuration not stated),5%[57.1 µM],-0.1,7,12%,-4%,-1%[57.1 µM],-7,3,1.1
CCOc1ccc(C2C(C(=O)/C=C/c3ccco3)=C(O)C(=O)N2CCN2CCOCC2)cc1OC (configuration not stated),-1%[57.1 µM],1.1,20,0%,-27%,-24%[57.1 µM],5,-17,0.3
COc1ccc(S(=O)(=O)N(CC(=O)NCc2ccco2)c2ccccc2OC)cc1,10%,-1.2,-7,0%,?,-5%,-2,5,-1.7
COc1ccc(CSCCN)cc1Cl,11%[57.1 µM],-4.9,-6,6%,-8%,34%[57.1 µM],13,5,2.1
CC(C)C(=O)N(Nc1nc2ccccc2s1)C(=O)C(C)C,14%,-0.2,7,5%,-5%,32%,-2,-5,0.7
O=C(NCc1ccco1)NC(=O)c1csc([N+](=O)[O-])c1,-6%[57.1 µM],0.1,3,11%,-4%,-6%[57.1 µM],-1,-21,0.3
O=C(COC(=O)C12CC3CC(CC(C3)C1)C2)Nc1ccc([N+](=O)[O-])cc1Cl,-4%,-0.6,3,5%,-1%,8%,1,0,1.3
CCn1c(SC(=O)NC2CCCCC2)nnc1-c1cccs1,28%,0.0,22,1%,-21%,-80%[57.1 µM],-3,-6,-0.8
O=C(NC1C=CS(=O)(=O)C1)c1ccccc1 (configuration not stated),-2%,0.0,-12,4%,-19%,5%,19,-3,0.0
CC(C)Oc1ccc(CNC(=O)c2ccc3c(c2)N(Cc2ccc(F)cc2)CCS3)cc1,42%[activator],0.0,nt,nt,-20%,41%[activator],-7,2,-0.3
COc1ccc(CN2C(=O)c3cccnc3C2=O)cc1S(=O)(=O)N1CCCCC1,10%,-0.3,-16,-3%,-14%,30%,4,-7,-0.9
CN1CCN(C(=S)c2cn(Cc3ccc(F)cc3)c3ccccc23)CC1,0%,-0.7,21,-4%,-24%,8%,-13,-1,1.6
O=C(c1ccccc1)C1C(c2ccccc2)C1[N+](=O)[O-] (configuration not stated),-1%,-1.1,0,6%,-22%,14%,-1,4,-1.9
COc1ccccc1-n1c(-c2ccco2)n[nH]c1=S,15%,0.4,-11,-7%,-12%,-5%,1,1,1.2
Nc1nc(-c2ccc3c(c2)CCO3)cs1,8%,-0.2,6,2%,-27%,23%[57.1 µM],0,-1,0.5
Cc1c(C(=S)Nc2ccccc2)cnn1-c1ccc([N+](=O)[O-])cc1,-5%,1.4,10,2%,-20%,-18%,-5,0,0.3
O=C(CSc1cccs1)NCCc1ccccc1,-8%,-1.1,-8,-1%,-9%,-4%,-6,1,-0.7
COC(=O)c1ccccc1S(=O)(=O)N1CCC(C(=O)NC2CCCCC2C)CC1 (configuration not stated),9%,-0.6,-6,2%,-10%,26%,-3,-5,0.0
Clc1ccc(-c2cccs2)nn1,3%,0.2,-10,-4%,-10%,10%,4,4,-2.1
Cc1ccc(-n2c(C)nnc2SCC(=O)N2CCc3ccccc3C2)cc1C,-7%,-0.5,11,1%,-17%,-1%,-3,1,1.2
COc1ccc2oc(=O)cc(CN3CCN(C(=O)c4ccccc4F)CC3)c2c1,6%,0.3,nt,5%,15%,?,13,-6,0.2
CCOC(=O)Cc1ccc(NC(=O)c2ccc([N+](=O)[O-])cc2)cc1,0%,0.2,nt,-2%,-8%,7%,0,0,nt
COc1ccc(-c2csc3nc(-c4ccc(F)cc4)oc(=O)c23)cc1,1%,-1.3,nt,-4%,-16%,-27%,4,-5,nt
COc1ccc(NC(=O)CN2CCC(n3c(C)nc4cc(F)ccc43)CC2)c(OC)c1,2%,1.6,5,1%,-10%,6%,10,2,0.2
O=C(c1cccc([N+](=O)[O-])c1)N1CCCC(C(=O)N2CCc3ccccc3C2)C1 (configuration not stated),6%,-0.1,14,2%,-14%,38%[activator],-5,0,1.1
CCOC(=O)Nc1ccc2c(c1)N(C(=O)CN1CCN(C)CC1)c1ccccc1S2,1%,0.6,0,2%,-17%,7%,-13,-1,1.0
Cc1ccc(S(=O)(=O)N(C)CC(=O)OCC(=O)N2CCCC2=O)cc1,6%[57.1 µM],0.0,8,4%,-14%,7%[57.1 µM],-5,-3,0.5
COc1ccc(CCNC(=O)c2ccc3ccccc3n2)cc1,1%,-0.6,-7,10%,-16%,16%,-2,0,-1.4
COc1ccccc1C(=O)COC(=O)/C=C/c1ccccc1,-18%,1.3,-40,5%,-2%,-13%,-11,0,0.7
Cc1cc(F)c(F)c(C(=O)NC2CC2)c1Cl,10%,-0.1,3,0%,?,21%,1,-1,2.7
COc1cc(/C=N/NC(=O)C(N)=O)ccc1OC(=O)c1cccs1,-6%,-0.2,-30,1%,-24%,-11%,3,1,0.5
COc1ccc(N2CCN(Cc3nc(-c4ccc(Cl)cc4Cl)no3)CC2)cc1,2%,0.6,-18,5%,-19%,16%,4,1,0.8
CCC(C)(C)C1CCC2(CC1)NC(=S)N(c1ccccc1)N2 (configuration not stated),39%[activator],-0.5,-2,-7%,-3%,10%,-3,-1,0.1
Cc1ccc(OC(=O)CSc2nnc(CNC(=O)c3ccccc3)o2)cc1,-4%,-0.1,nt,-10%,-19%,12%,2,4,0.0
CC(=O)Nc1ccc(S(=O)(=O)NCC2CC3CCC2C3)cc1 (configuration not stated),-7%,nt,nt,-12%,-13%,10%,nt,1,nt
Cc1ccccc1OCC(O)Cn1c(NCc2ccccc2)nc2c1c(=O)[nH]c(=O)n2C (configuration not stated),-1%[57.1 µM],-1.1,nt,6%,-13%,22%[57.1 µM],4,8,nt
Cc1cc(C(F)(F)F)n2ncc(-c3cccc(Br)c3)c2n1,-4%,1.0,29,-10%,-7%,0%,-5,4,-2.7
CN(CC(=O)Nc1cccc(F)c1)C(=O)/C=C/c1cn(Cc2ccccc2)nc1-c1cccnc1,-6%,0.6,-29,1%,-22%,-4%,4,-3,-0.2
CCOC(=O)c1sc2nc(C)nc(NCCc3ccccn3)c2c1C,102%[activator],-0.7,-2,13%,-17%,1%,-3,-3,-0.5
COc1cccc(C(=O)N(Cc2cccc(F)c2)C2CCS(=O)(=O)C2)c1 (configuration not stated),-3%,-0.5,nt,-23%,-6%,15%,0,-2,0.5
CCc1cc2c(-n3nc(C)cc3C)ncnc2s1,12%[57.1 µM],-0.6,3,6%,2%,10%,8,0,0.4
CC1CCc2c(sc(/N=C/N(C)C)c2C#N)C1 (configuration not stated),-8%,-0.6,1,1%,-5%,-7%,-1,-1,2.1
Cn1nc(C(F)(F)F)c(C#N)c1N1CCN(c2ccc(F)cc2)CC1,-5%,0.6,-19,5%,-6%,5%,-2,-9,1.1

# 4 entries from above in another layout:
# Value order: TrxR1 substrate | TRHR ag | D2 antag | IDH1 R132H inh | USP1-UAF1 inh | TrxR1 inh | TRHR PAM | PI4K2A block | D2 agonist
> COC(=O)c1ccccc1S(=O)(=O)N1CCC(C(=O)NC2CCCCC2C)CC1 (configuration not stated)
→ 9% | -0.6 | -6 | 2% | -10% | 26% | -3 | -5 | 0.0
> Clc1ccc(-c2cccs2)nn1
→ 3% | 0.2 | -10 | -4% | -10% | 10% | 4 | 4 | -2.1
> Cc1ccc(-n2c(C)nnc2SCC(=O)N2CCc3ccccc3C2)cc1C
→ -7% | -0.5 | 11 | 1% | -17% | -1% | -3 | 1 | 1.2
> COc1ccc2oc(=O)cc(CN3CCN(C(=O)c4ccccc4F)CC3)c2c1
→ 6% | 0.3 | nt | 5% | 15% | ? | 13 | -6 | 0.2
